sPLA2-III inh = human group III sPLA2 inhibitors, primary screen, biochemical, QFRET, BODIPY PC-A2 liposome substrate. QFRET BODIPY PC-A2 liposome hydrolysis, fluorescence. inhibition, % at 12.2 µM. 370,000 compounds, 0.56% hits. Group 3 secretory phospholipase A2 (Homo sapiens), Q9NZ20. AID 743126, 2013;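 active means inhibition above mean plus 3 SD of compounds lying within the high and low control bounds, cut at about 19% in these data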;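 further: 0% = median of test compound wells and 100% = no enzyme DMSO wells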
rCAG RNA binder = binders of r(CAG) RNA repeats, primary screen, biochemical, fluorescence | r(CAG) RNA repeat, TO-PRO-1 dye displacement fluorescence | inhibition, % at 3 µM | 370,000 compounds, 1.3% hits | AID 651821, 2012;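 active means inhibition above the plate cutoff, the mean of all test compounds on that plate plus 3 SD, cut at about 35% in these data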;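 further: 0% = DMSO alone and 100% = 100 µM mitoxantrone as full dye displacement; higher means more dye released from RNA so lower well fluorescence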
ADAM10 inh = human ADAM10 inhibitors, primary screen, biochemical, QFRET, HTS. Disintegrin and metalloproteinase domain-containing protein 10 (Homo sapiens), O14672. recombinant ADAM10, EDANS/DABCYL FRET peptide cleavage, 3 h. inhibition, % at 7 µM. 370,000 compounds, 0.62% hits. AID 720582, 2013;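 active means inhibition above a per-campaign cutoff equal to the mean of compounds falling between control-based bounds plus 3 SD, cut at about 20% in these data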;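 further: 0% = DMSO wells while the 100% control is not disclosed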
DDE Tn6 FP inh = inhibitors of Tn6 peptide binding to fibrin DD(E), primary screen, biochemical, fluorescence polarization, human fibrin, Tn6 probe | Fibrin DD(E) TRITC-Tn6 fluorescence polarization displacement | 370,000 compounds, 0.21% hits | inhibition, % at 8.3 µM;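 active means inhibition above a per-campaign cutoff: mean of compounds within control limits plus 3 SD, cut at about 15% in these data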;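 further: 0% = median of all compound wells on the plate and 100% = blocking peptide control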
NPR2 activator = human GC-B receptor activators, primary screen, HEK293 GC-B cells, cGMP TR-FRET, EC30 CNP; Atrial natriuretic peptide receptor 2 (Homo sapiens), P20594; 0% at EC30 CNP, 100% saturating CNP; activation, % at 10 µM; 370,000 compounds, 0.11% hits;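 active means activation at 10 µM reaching about 35% in either raw or pattern-adjusted values, limit read from the data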
Target sequence (P20594 whole entry, looked up): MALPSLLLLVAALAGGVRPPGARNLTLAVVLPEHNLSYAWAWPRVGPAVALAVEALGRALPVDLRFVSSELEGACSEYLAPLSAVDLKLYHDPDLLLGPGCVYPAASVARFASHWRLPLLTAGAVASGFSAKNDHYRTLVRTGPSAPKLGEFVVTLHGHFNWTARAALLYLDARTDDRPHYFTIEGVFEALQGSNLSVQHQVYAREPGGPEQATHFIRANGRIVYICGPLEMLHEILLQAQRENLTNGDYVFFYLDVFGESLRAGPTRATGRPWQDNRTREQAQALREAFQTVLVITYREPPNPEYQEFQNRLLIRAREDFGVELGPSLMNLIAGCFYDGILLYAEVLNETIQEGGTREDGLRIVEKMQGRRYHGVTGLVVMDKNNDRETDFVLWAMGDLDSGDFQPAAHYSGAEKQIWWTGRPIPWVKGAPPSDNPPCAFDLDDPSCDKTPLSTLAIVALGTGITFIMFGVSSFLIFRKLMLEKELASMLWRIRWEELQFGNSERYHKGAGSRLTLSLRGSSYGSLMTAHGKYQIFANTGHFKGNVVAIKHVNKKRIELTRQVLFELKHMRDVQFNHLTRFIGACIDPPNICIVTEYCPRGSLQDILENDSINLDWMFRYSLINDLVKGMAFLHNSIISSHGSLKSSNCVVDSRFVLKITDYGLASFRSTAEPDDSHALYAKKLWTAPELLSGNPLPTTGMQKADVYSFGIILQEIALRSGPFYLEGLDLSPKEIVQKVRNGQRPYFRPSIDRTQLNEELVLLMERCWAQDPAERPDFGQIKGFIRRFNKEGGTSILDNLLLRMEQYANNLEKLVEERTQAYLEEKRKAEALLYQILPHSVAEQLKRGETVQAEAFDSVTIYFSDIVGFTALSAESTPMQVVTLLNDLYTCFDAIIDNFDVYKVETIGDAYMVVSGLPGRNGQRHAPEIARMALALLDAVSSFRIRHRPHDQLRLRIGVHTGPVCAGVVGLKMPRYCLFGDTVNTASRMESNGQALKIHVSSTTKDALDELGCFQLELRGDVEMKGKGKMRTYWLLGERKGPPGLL
ASAP1 inh = inhibitors of human ASAP1 ArfGAP activity, primary screen, biochemical, fluorescence polarization; Arf-GAP with SH3 domain, ANK repeat and PH domain-containing protein 1 (Homo sapiens), …; ASAP1-stimulated ARF1 GTP hydrolysis, GDP FP detection; inhibition, % at 16.5 µM; 360,000 compounds, 0.19% hits; AID 624377, 2012; in the data active means inhibition above about 25%;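 further: 0% = vehicle with enzyme and substrate and 100% = no enzyme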
ARFGAP1 inhibitor = inhibitors of rat ARFGAP1 GAP activity, primary screen, biochemical, fluorescence polarization, GDP tracer; ADP-ribosylation factor GTPase-activating protein 1 (Rattus norvegicus), Q62848; Arfgap1-stimulated ARF1 GTP hydrolysis, GDP FP detection; 360,000 compounds, 0.26% hits; inhibition, % at 16.5 µM; AID 651572, 2012;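 active means inhibition above a per-plate limit, mean inhibition of low control wells plus 3 SD, cut at about 25% in these data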;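 further: 0% = DMSO wells with enzyme and 100% = wells lacking Arfgap1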
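system = rat Arfgap1 catalytic domain, aa 1-136 | technique = FP, GDP Alexa 633 tracer displaced from anti-GDP antibody, 620/688 nm | compound = one concentration, 16.5 µM, DMSO 1.26% | medium = HEPES-based buffer, pH 7.5 | timing = compound-enzyme preincubation 20 min, reaction 120 min, detection 60 min, 25 °C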
FXN GAA850 act = FXN promoter activators, primary screen, cell-based, luciferase luminescence, HEK293 lucGAA850 | HEK293 lucGAA850 FXN promoter luciferase reporter, 24 h; percent of 10 µM SAHA response | activation, % at 6 µM | 360,000 compounds, 0.56% hits | AID 540364, 2011;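 active means activation above the average of all compounds screened plus 3 SD, cutoff fixed separately per campaign, cut at about 7.5% in these data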;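 further: 0% = DMSO wells and 100% = 10 µM SAHA wells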
NPR1 activator = GC-A stimulated cGMP production enhancers – HEK293 GC-A cells, cGMP TR-FRET, EC30 ANP, primary screen. activation, % at 10 µM. 0% at EC30 ANP, 100% saturating ANP. 370,000 compounds, 0.14% hits. AID 1671463, 2021; in the data active means activation above about 40%
KLK7 zymogen act = proKLK7 zymogen activators, primary screen, biochemical, fluorescence intensity; 370,000 compounds, 0.9% hits; purified proKLK7, EDANS-DABCYL substrate fluorescence; 100% is mature enzyme control, 0% vehicle; Kallikrein-7 (Homo sapiens), P49862; activation, % at 7 µM;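 active means activation above the mean of all tested compounds plus 3 SD, computed per campaign excluding outliers beyond control limits, cut at about 13% in these data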
* = called active by the depositor; i = inactive; x = not tested or not shown. Compounds as they come, and some 4.5% of all compounds hit somewhere here.

SMILES	sPLA2-III inh	rCAG RNA binder	ADAM10 inh	DDE Tn6 FP inh	NPR2 activator	ASAP1 inh	ARFGAP1 inhibitor	FXN GAA850 act	NPR1 activator	KLK7 zymogen act
COCCCN(C(=O)CCSc1ccc(F)cc1)c1c(N)n(Cc2ccccc2)c(=O)[nH]c1=O	2	0	-2	-1	3	11	-2	2.2	4	0.3
O=C(NCCC(=O)N1CCCCCCC1)c1ccc(Br)cc1	2	1	-4	5	-2	-6	1	1.1	-2	0.4
CCOc1ccccc1N1C(=O)CC(N(O)c2ccccc2)C1=O (stereo not given)	0	5	-14	3	3	-12	-3	-0.1	3	67*
Cc1cc(OC(C)C(=O)NCc2ccccn2)c2c(C)c(C)c(=O)oc2c1 (stereo not given)	4	-5	-116	-2	-4	1	15	2.0	-11	2.7
COc1ccc(C(C)C)cc1S(=O)(=O)n1ccnc1C	1	0	9	3	7	-2	-8	2.3	0	0.3
CC(=O)NC(Cc1ccc(C)cc1)C(=O)NC1CCN(C(=O)c2cnccn2)CC1 (stereo not given)	5	-3	-4	-5	1	-7	4	0.2	-1	0.5
O=C(COc1ccc(Br)cc1CNCCCN1CCOCC1)Nc1ccccc1	17	-5	-1	8	-15	-10	9	-6.2	-17	0.6
COc1cc(OC)c(OC)cc1CN1CCN(c2ccccc2OC)CC1	9	-4	-2	4	-4	9	2	-1.4	0	0.3
CCn1ccc(C(=O)Oc2ccc(Cl)cc2)n1	2	-1	-1	-3	1	-2	14	0.8	3	0.5
O=S(=O)(c1ccc(Cl)cc1)N1CN(CC2CCCO2)c2nc3ccccc3nc21 (stereo not given)	-10	5	-140	8	11	13	-10	1.7	15	0.0
CCN(CC)N=Nc1ccc(S(N)(=O)=O)cc1	2	2	-5	-8	6	6	-1	2.2	2	0.1
COc1ccc(CCC(=O)OCC(=O)NCc2ccc3c(c2)OCO3)cc1	1	2	-15	9	-2	-8	-7	0.9	3	0.1
Cc1ccc(NC(=O)CSc2nnc(-c3cccnc3)n2Cc2ccco2)cc1C	-3	5	-5	6	-9	x	x	x	-7	-0.1
O=C(CNC(=O)c1ccccc1F)NCCN1C(=O)S/C(=C\c2ccccc2Cl)C1=O	1	-2	-7	-6	0	-5	-4	1.9	-4	-0.2
NC(=O)c1ccccc1NC(=O)COc1ccc(Cl)cc1	3	-1	-5	-5	-4	-3	3	1.7	-1	-0.1
COc1cccc(/C=C2/SC(=S)N(CCC(=O)N3CCOCC3)C2=O)c1	-2	3	5	4	-5	16	10	1.1	0	0.5
Cc1cccc(NC(=O)C2CCCN(C(=O)Nc3ccccc3)C2)c1C (stereo not given)	4	-1	-2	-2	7	0	0	-1.6	9	-0.1
Clc1ccc(-c2cc(CN3CCOCC3)no2)cc1	-4	-3	4	-4	4	-8	-1	1.6	9	-0.7
CC(NC(=O)c1cncc(Br)c1)c1ccc(S(N)(=O)=O)cc1 (stereo not given)	7	6	-7	-6	0	5	2	0.1	0	-1.1
CN(C(=O)COC(=O)c1cc(-c2ccco2)nc2ccccc12)C1CCS(=O)(=O)C1 (stereo not given)	-18	42*	-13	-11	10	-12	-22	0.6	-4	1.8
O=c1nc(N(c2ccccc2)c2ccccc2)[nH]c(=O)[nH]1	3	0	3	7	8	-5	4	-1.9	4	0.3
COc1cc(CNCc2ccccn2)ccc1OCC(=O)NC1CCCCC1	3	-8	-4	5	6	4	-14	1.1	4	-0.6
CN1/C(=C\C(=O)CSc2nncn2C)C(C)(C)c2ccccc21	-1	-6	-22	1	2	-8	-1	1.6	0	-0.6
C=CCn1c(C(CC)CC)nc2ccccc21	6	-9	3	0	0	0	0	2.2	-1	-0.4
CCOc1ccc(NC(=O)CSc2ccc3nnc(-c4ccccn4)n3n2)cc1	3	-2	-1	0	-4	7	6	-0.2	-3	0.0
O=C(NCCc1nnc2ccc(NCCCN3CCOCC3)nn12)c1ccccc1	4	-3	-4	-7	8	-10	10	-0.6	0	-0.4
Cc1ccc(N2CCN(S(=O)(=O)N3CCCCC3)CC2)cc1C	-1	-6	3	-3	1	-1	-6	-0.9	5	0.2
CCCNC(=O)CN1C(=O)COc2ccc(S(=O)(=O)N3CCCCCC3)cc21	-5	-2	2	0	3	0	-5	3.0	0	-0.6
O=c1c2cc(Br)ccc2nc(-c2cccc(C(F)(F)F)c2)n1O	-3	6	9	-3	-2	8	1	-0.2	0	0.1
CCCNc1c(NS(=O)(=O)c2ccc(NC(=O)CC)cc2)c(=O)oc2ccccc12	-11	2	5	-2	6	1	-2	0.3	-4	-1.2

Whole records, quoted from the list:
Shown for C=CCn1c(C(CC)CC)nc2ccccc21 = sPLA2-III inh = 6; rCAG RNA binder = -9; ADAM10 inh = 3; DDE Tn6 FP inh = 0; NPR2 activator = 0; ASAP1 inh = 0; ARFGAP1 inhibitor = 0; FXN GAA850 act = 2.2; NPR1 activator = -1; KLK7 zymogen act = -0.4
Shown for Clc1ccc(-c2cc(CN3CCOCC3)no2)cc1 = sPLA2-III inh = -4; rCAG RNA binder = -3; ADAM10 inh = 4; DDE Tn6 FP inh = -4; NPR2 activator = 4; ASAP1 inh = -8; ARFGAP1 inhibitor = -1; FXN GAA850 act = 1.6; NPR1 activator = 9; KLK7 zymogen act = -0.7

Next section:
SMILES	sPLA2-III inh	rCAG RNA binder	ADAM10 inh	DDE Tn6 FP inh	NPR2 activator	ASAP1 inh	ARFGAP1 inhibitor	FXN GAA850 act	NPR1 activator	KLK7 zymogen act
CC(C)CN1CCC(CN(C)Cc2nc(-c3cnccn3)no2)CC1	-3	-3	-8	5	2	-11	1	1.3	1	-0.7
O=C(Nc1cccc(C(F)(F)F)c1)c1cccnc1N1CCN(c2ccccc2)CC1	-1	-4	10	2	0	6	1	0.9	3	-0.2
CCCCOc1ccc(C(O)(CCN2CCOCC2)c2ccccc2)cc1 (stereo not given)	-3	-9	5	7	0	-4	2	0.5	3	0.1
CCCCN1C(=O)CCC(C(=O)O)C1c1ccc([N+](=O)[O-])cc1 (stereo not given)	1	1	-4	-3	5	-8	1	2.5	1	0.3
Cc1[nH]c2ccc(C(=O)NCCN3CCOCC3)cc2c1C	5	-2	2	-8	-1	-2	-2	0.2	0	-0.1
CCN(CC)C(=O)c1[nH]cnc1C(=O)NCc1ccc(CNC(=O)OC(C)(C)C)cc1	2	-11	-6	4	1	-1	-11	1.2	4	0.4
C/C(=N/NC(=O)c1ccccc1)C1=C(O)CC(C)(C)CC1=O	-5	-1	5	-2	-3	5	-1	3.5	1	0.0
Cc1ccc(CN2CCN(C3CCC3)CC2CCO)cc1 (stereo not given)	7	-2	-4	5	3	7	-13	1.2	-2	0.3
O=c1c2ccc(Cl)cc2[nH]c(=S)n1CCC1=CCCCC1	-2	3	-3	4	-3	-7	13	0.9	6	0.8
COC(=O)c1cc(NC(=O)c2ccccc2)c(=O)oc1C/C=N\OCc1ccc(Cl)cc1Cl	-10	17	-11	1	1	6	6	2.0	2	0.1
C/C(=N/NC(=O)c1ccccc1)C(=O)O	11	1	-3	-8	2	-2	7	2.3	2	0.5
Cc1nc2ccc(NC(=O)NCCCO)cc2s1	3	-1	-53	-3	2	-15	-4	-0.2	7	-1.1
CC(C)(C)[C@@H]1C=C(C(=O)NCc2ccccc2)O[C@H](OCc2ccc(CO)cc2)C1	-8	-7	6	4	3	-8	14	1.4	1	0.2
CCCCn1c(SCC(=O)Nc2cc(NC(=O)c3ccco3)ccc2C)nc2ccccc2c1=O	-13	0	-19	-2	1	-2	1	-4.9	-2	-0.2
O=C(c1ccccc1)N1CCCC(c2ccc(Cl)cc2)=N1	7	-8	-5	-15	1	1	12	2.3	4	0.2
CCn1c(SCC(=O)NNC(=S)Nc2ccccc2)nnc1-c1ccc(Cl)cc1	17	18	6	7	1	-21	8	0.8	-1	0.3
COc1ccc(N(C(=O)C2COc3ccccc3O2)C(C(=O)NC2CCCCC2)c2ccccc2)cc1OC (stereo not given)	7	9	-4	7	-2	-8	5	0.6	-7	0.7
C=CCn1cccc(/C=C/C(=O)c2ccc(C(C)(C)C)cc2)c1=S	15	6	-9	-2	-1	-1	1	0.5	4	-1.4
COC(=O)N/N=C(\C)c1ccc(Br)cc1	3	1	0	-5	1	-3	3	0.2	1	0.2
CCCN1C(=O)C(NC(C)=O)c2cc(OC)ccc21 (stereo not given)	3	-1	-10	-1	4	0	-3	-2.6	1	-0.5
C/C(Cl)=C\Cn1c(=O)c2c(nc3n2CCS3)n(C)c1=O	5	-2	3	-4	5	-5	-1	0.8	3	-0.2
Cc1ccc(S(=O)(=O)N2CCN(C(=O)c3cc4c(C)nn(-c5ccccc5)c4s3)CC2)cc1	2	6	3	7	-5	3	7	-4.0	-3	0.3
Cc1ccc([C@H]2C[C@H](O)[C@@H](n3cc(C4CC4)nn3)CN2CC2CCCCC2)cc1	3	1	-9	-6	-3	12	-7	0.3	-9	-0.2
COc1ccc(NC(=O)CS(=O)c2cccc(Cl)c2)cc1 (stereo not given)	3	-4	-10	-1	-6	1	8	0.8	-8	-0.1
CCC(=O)Nc1ccc2oc(-c3cccnc3)nc2c1	5	-3	i	2	1	12	9	2.7	-5	7.2
CCn1ncc(N(C)N)c(Cl)c1=O	2	-3	-15	1	2	-1	-9	-0.9	2	0.8
COc1ccc(Cl)cc1S(=O)(=O)N1CCCC(C(=O)NCC(N)=O)C1 (stereo not given)	12	5	-6	-13	1	10	4	1.7	4	-0.9
Cc1cc(Cc2ccc([N+](=O)[O-])cc2)c(C)cn1	2	-3	7	-2	-2	-3	13	2.0	0	0.3
O=C(Nc1nnc(C(F)(F)F)s1)c1ccc(Br)s1	-1	5	-2	-9	11	-6	-3	3.0	2	0.0
O=C(NCC(c1cccnc1)N1CCN(c2ccccc2F)CC1)c1ccccc1 (stereo not given)	-3	2	3	11	-1	3	5	0.8	-1	0.0
COc1ccc(OC)c(Nc2nc3nonc3nc2N2CCCCC2)c1	-4	3	6	-3	-6	-17	-10	-0.7	-3	-0.1
COc1ccc(NC(=S)N2CCN(C(=O)c3ccco3)CC2)cc1OC	2	2	-3	5	-4	3	4	0.7	-3	-0.1
CCOc1cc(/C=C2/SC(=O)N(CC(=O)N3CCc4ccccc4C3)C2=O)ccc1OCC(=O)O	-13	57*	-16	-1	-4	2	6	1.0	-4	0.5
CN(CC(=O)Nc1ccccc1Cl)C(=O)CSc1nncn1C	7	-5	-5	-2	8	-5	-2	0.0	1	0.1

Screening results: PubChem BioAssay, several laboratories
